Assay outcomes (PubChem)
PABP1 MLLE inh – blocks PAM2 peptide binding to the PABP1 MLLE domain. P11940. GST-MLLE / FITC-PAM2 fluorescence polarization. inhibition, % at 20 µM. 360,000 tested, 0.36% active. AID 588489; in the data active means inhibition above about 35%, passing the limit was not always enough;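 further: plate controls were DMSO wells with GST-MLLE for no effect and wells lacking GST-MLLE protein for full effect; some results filed as inactive read as strong as hits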
Rpn11 inh – inhibitors of human proteasome Rpn11 | human 26S proteasome, Ub4-pepOG fluorescence polarization; 20S core pre-blocked with epoxomicin | calls only at 20 µM | 360,000 tested, 0.59% active;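 active means inhibition at 20 µM, scaled to each plate's controls, above about 33%, limit read from the data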
Scp-1 inhibitor – blocks human Scp-1 phosphatase activity; Q9GZU7; Recombinant Scp1, phosphopeptide, malachite green phosphate absorbance; inhibition, % at 20 µM; 340,000 tested, 0.88% active; AID 493091;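 active means inhibition above about 50% at 20 µM, limit read from the data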;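 further: plate controls were DMSO wells with enzyme for no effect and wells lacking enzyme for full effect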
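Test system: SCP-1 phosphatase catalytic domain, residues 76-261 | Compound dosing: One concentration, 20 µM, with 1.0% DMSO | Schedule: 45 min room-temperature reaction, 5 min colour, 30 min stabiliser | Detection: Absorbance at 630 nm | Read-out basis: % inhibition of SCP-1 phosphate liberation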
NadD block – blocks S. aureus nicotinate mononucleotide adenylyltransferase; inhibition, % at 20 µM; AID 602399; purified NadD enzyme, colorimetric absorbance read-out; 360,000 tested, 0.78% active; in the data active means inhibition above about 26%; further: some compounds past the cut are filed as inactive
LMPTP block – blocks human LMPTP phosphatase | P24666 | recombinant LMPTP-A, OMFP fluorogenic substrate, fluorescence intensity | inhibition, % at 20 µM | 360,000 tested, 0.22% active | AID 651560;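 active means compounds that cut the enzyme signal by at least half of the control window in the single-dose screen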;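 further: plate controls were DMSO wells with enzyme plus substrate for no effect and substrate without enzyme for full effect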
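Material: LMPTP-A; amount: 0.625 nM enzyme; doses: single 20 µM dose; times: reaction 50 min, room temperature, dark; technique: fluorescence intensity of OMFP turnover product; benchmarks: no-enzyme and uninhibited controls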
SUMO1-SIM PPI – alters human SUMO1 binding to SIM partners. P63165. SUMO1 binding to a labelled peptide, TR-FRET, 1 h. inhibition, % at 20 µM. 360,000 tested, 0.33% active. AID 602429; in the data active means inhibition above about 37%
CSN inh – blocks human CSN-mediated cullin deneddylation; Purified CSN, SCF-Nedd8-OG deneddylation, fluorescence polarization; 360,000 tested, 0.38% active; Q92905; inhibition, % at 12.5 µM;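 active means pattern-corrected inhibition above about 35%, with an unprinted fluorescence ratio check between 0.5 and 1.5, limit read from the data, passing the limit was not always enough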;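 further: 0% = enzyme with substrate and 100% = substrate without enzyme; some results filed as inactive read as strong as hits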
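Assay system: purified human Csn5 enzyme expressed in HEK293T cells; Input: 0.24 nM Csn5 enzyme, final concentration; Reagent: 10 nM SCFSkp2-Nedd8OG; Compound dosing: 12.5 µM single point; Times: reaction 90 min, room temperature; Technique: fluorescence polarization readout.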
STEP block – blocks human striatal-enriched tyrosine phosphatase; recombinant STEP, OMFP fluorogenic substrate, fluorescence; inhibition, % at 20 µM; 360,000 tested, 0.25% active;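 active means inhibition at 20 µM, scaled per plate between control wells, above about 37%, limit read from the data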;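 further: 0% = DMSO with enzyme and substrate and 100% = substrate only without enzyme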
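System: STEP phosphatase, cell-free reaction; Buffer or medium: Bis-Tris pH 6.0 buffer with DTT, detergent; Incubation: 20 min at room temperature, dark; Measured by: fluorescence, 480/540 nm.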
Tb MetRS inh – blocks T. brucei methionyl-tRNA synthetase activity; 360,000 tested, 0.4% active; purified T. brucei MetRS, ATP depletion, Kinase-Glo luminescence; inhibition, % at 11.9 µM;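 active means inhibition above a per-plate cutoff of the control wells' mean inhibition plus 3 SD, cut at about 5.5% in these data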;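 further: 0% = DMSO wells median and 100% = median of wells with control inhibitor compound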
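Dosing: 11.9 µM compound single dose, 0.9% DMSO; Assay system: purified T. brucei MetRS enzyme; Measured by: Kinase-Glo luciferase luminescence reporting remaining unconsumed ATP; Schedule: 15 min plus 2 h at 25 °C.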
DNMT1 inh – inhibitors of human DNMT1. P26358. DNMT1 molecular beacon, Hinp1I cleavage, fluorescence. inhibition (reported as % activation of signal), % at 10 µM. 360,000 tested, 0.83% active; in the data active means inhibition above about 50%
Target sequence (P26358 504-1616 limits assumed): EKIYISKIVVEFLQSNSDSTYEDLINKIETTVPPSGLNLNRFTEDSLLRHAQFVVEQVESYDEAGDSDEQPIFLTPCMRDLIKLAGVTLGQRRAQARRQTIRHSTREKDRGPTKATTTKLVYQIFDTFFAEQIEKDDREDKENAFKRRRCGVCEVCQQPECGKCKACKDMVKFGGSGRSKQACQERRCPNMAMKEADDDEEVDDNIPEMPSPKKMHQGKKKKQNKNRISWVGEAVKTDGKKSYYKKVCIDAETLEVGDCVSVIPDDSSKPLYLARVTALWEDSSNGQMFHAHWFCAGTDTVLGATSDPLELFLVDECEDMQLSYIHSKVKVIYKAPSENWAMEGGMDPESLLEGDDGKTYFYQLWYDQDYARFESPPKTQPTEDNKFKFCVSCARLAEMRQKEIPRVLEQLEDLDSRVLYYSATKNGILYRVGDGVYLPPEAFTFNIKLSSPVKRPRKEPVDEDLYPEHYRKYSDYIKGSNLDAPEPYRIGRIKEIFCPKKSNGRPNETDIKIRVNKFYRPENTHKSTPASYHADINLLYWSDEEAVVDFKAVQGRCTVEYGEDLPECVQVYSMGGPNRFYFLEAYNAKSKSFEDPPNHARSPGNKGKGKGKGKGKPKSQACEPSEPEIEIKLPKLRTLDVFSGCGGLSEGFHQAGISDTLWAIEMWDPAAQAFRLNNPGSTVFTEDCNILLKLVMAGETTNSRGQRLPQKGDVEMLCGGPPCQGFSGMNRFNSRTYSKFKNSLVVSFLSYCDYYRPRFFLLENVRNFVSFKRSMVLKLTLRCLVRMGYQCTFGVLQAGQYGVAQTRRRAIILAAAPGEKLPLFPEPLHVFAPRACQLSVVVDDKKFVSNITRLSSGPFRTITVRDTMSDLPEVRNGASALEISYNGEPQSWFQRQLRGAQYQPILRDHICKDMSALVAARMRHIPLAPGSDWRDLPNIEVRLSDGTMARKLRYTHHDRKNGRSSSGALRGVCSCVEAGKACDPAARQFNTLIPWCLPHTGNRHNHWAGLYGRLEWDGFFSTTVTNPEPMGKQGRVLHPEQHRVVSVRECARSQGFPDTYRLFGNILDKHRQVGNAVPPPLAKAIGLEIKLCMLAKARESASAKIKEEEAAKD
* hit, by the source's call; i = inactive; / = not tested or not shown; + = active, no number.

The line under a structure holds: STEP block	PABP1 MLLE inh	CSN inh	DNMT1 inh	Tb MetRS inh	Scp-1 inhibitor	Rpn11 inh	LMPTP block	SUMO1-SIM PPI	NadD block
- CCN(Cc1ccccc1)S(=O)(=O)c1cc2[nH]c(=O)c(=O)[nH]c2cc1C
  2.8	-7.5	-1.5	4.4	-0.3	3.4	i	2.7	0.6	0.8
- Cn1c(=O)n(C)c2cc(S(=O)(=O)O)ccc21
  10.3	11.4	-5.0	0.7	-0.3	3.8	i	-1.8	0.1	1.7
- COc1ccc2[nH]cc(CCNC(=O)C3CCCCC3)c2c1
  -0.7	-10.7	-0.1	-8.0	-0.6	3.0	i	-0.3	5.4	0.5
- COC(=O)c1ccc(Cn2c(C)c(C(=O)NCc3cccc(C(F)(F)F)c3)sc2=O)o1
  -0.4	-3.0	-2.3	1.9	-0.2	/	i	1.4	0.8	1.3
- Cc1ccc(-c2nn(CC(=O)Nc3cccnc3)c(=O)c3ccccc23)cc1
  1.2	-12.1	-3.7	-3.6	-0.2	-0.2	i	-1.2	-4.2	2.5
- O=C(NCc1ccccc1)c1cccc(NC(=O)C2CCC2)c1
  -2.9	0.3	3.2	3.4	0.3	-4.2	i	-1.2	1.7	-0.4
- C=CCOC(=O)C1=C[C@@H](c2ccc(Br)cc2)[C@H](CCCO)[C@@H](OCC)O1
  0.3	-8.9	5.2	-38.8	-0.5	-4.9	i	1.2	6.1	-0.1
- Cc1ccc2nc(N3CCN(Cc4nnnn4Cc4ccccc4)CC3)c(C#N)cc2c1
  -1.5	2.9	6.0	-4.9	-0.9	-0.4	i	2.1	-44.9	-2.9
- Cc1nnc(SCC(=O)Nc2nccs2)[nH]c1=O
  -3.1	14.9	0.5	1.9	-0.7	-14.5	i	-1.4	0.1	-3.7
- COc1ccc(C(=O)N2CCN(Cc3cn[nH]c3-c3ccc(OC)cc3F)CC2)cc1
  1.8	-15.7	0.6	2.5	-0.2	1.0	i	-1.2	-4.0	-4.8
- CCc1cc2c(NCC(=O)O)ncnc2s1
  -2.3	-2.0	-0.9	6.3	-0.9	-2.0	i	0.1	-5.6	2.7
- COC(=O)c1cccc(S(=O)(=O)N(Cc2ccco2)Cc2cc3ccc(OC)cc3[nH]c2=O)c1
  0.3	-7.2	1.8	-1.9	-0.3	-6.1	i	0.7	-0.2	-7.8
- COc1ccc(Cc2nnc(NC(=O)c3ccc(Cl)c([N+](=O)[O-])c3)s2)cc1
  -7.9	7.0	-5.4	4.3	0.2	-13.4	i	-1.1	-4.5	6.9
- O=C(O)C1CC2C3CC(C(=O)O)C(C3)C2C1 (stereo not given)
  -2.8	2.8	-5.4	74.9*	-0.3	0.0	i	-1.0	-2.2	-3.1
- CC(=O)C1C(c2ccc(Cl)cc2)NC(=O)NC1(O)C(F)(F)F (stereo not given)
  3.6	-8.9	0.9	-2.9	-0.3	0.3	i	-1.7	-5.4	-3.4
- CCCNC(=O)C1CCN(S(=O)(=O)c2ccc3nc4c(c(C(=O)O)c3c2)CCCCC4)CC1
  1.5	-8.4	-2.3	-0.5	-0.2	-16.1	i	-1.4	9.6	2.0
- Cc1cc(C)cc(N(CC(=O)N2CCc3ccccc32)S(=O)(=O)c2c(C)noc2C)c1
  0.0	-3.1	-6.0	-1.9	-0.5	-6.1	i	1.3	1.4	-10.2
- CCOC(=O)N1CCN(C(=O)c2ccccc2NC(=O)COc2ccccc2C)CC1
  -0.6	-4.5	0.9	2.1	-1.0	-1.2	i	-0.9	0.0	-8.9
- O=C(Nc1ccc(F)cc1F)N1CCCN(c2ccc([N+](=O)[O-])cn2)CC1
  -2.7	-8.6	-1.9	1.5	-0.9	-7.3	i	-0.5	-26.8	-3.7
- Cc1ccc(N2CCN(C(=O)c3cc(COc4c(C)cccc4C)on3)CC2)c(C)c1
  2.7	-10.8	-4.0	0.3	-0.3	-3.6	i	6.9	-1.5	9.2
- CCc1nc2ccc(C(=O)NCCCN3CCCC3=O)cn2c1N(C)C(=O)c1cccc(OC)c1
  -3.1	2.9	-0.1	1.1	-0.2	/	i	-0.8	2.5	0.6
- Cc1noc(C)c1C(=O)Nc1nc(-c2ccc(F)cc2)cs1
  0.1	6.7	-2.8	-0.4	-0.2	-6.8	i	0.1	-3.4	-1.4
- O=C(O)CCCNc1ccc(S(=O)(=O)Nc2ccccc2C(=O)O)cc1C(=O)O
  2.4	-6.6	0.5	2.8	-0.5	9.7	i	-0.3	6.5	-5.1
- O=C(CCNC(=O)c1ccccc1Cl)Nc1nc(-c2ccc(F)cc2)cs1
  2.1	6.6	-4.0	-2.0	0.0	7.9	i	0.2	-1.1	-1.2
- c1ccc2nc(-c3nccs3)ccc2c1
  -3.3	13.7	4.3	3.7	-0.8	-7.1	i	-0.8	-11.0	-4.0
- O=C(NCc1ccco1)C(=S)N1CCCCC1
  5.4	7.2	-5.0	1.0	0.5	-6.1	i	-0.7	3.2	-3.1
- CC1(Oc2cccc(C#N)c2)CCN(Cc2csc3ccccc23)C1 (stereo not given)
  -2.0	-5.3	-1.3	2.4	0.1	/	i	-1.2	-0.8	-2.8
- CCOC(=O)CSc1nnc(-c2ccc(S(=O)(=O)NCc3cccs3)cc2)o1
  -2.1	-9.0	-1.9	0.5	-0.7	-7.7	i	1.6	4.4	-3.4
- CCOC(=O)N1CCN(C(=O)Cn2ccc3c(OC)cccc3c2=O)CC1
  -0.3	-12.8	-0.1	0.3	3.8	1.5	i	-0.5	1.8	-0.9
- CCOc1ccccc1C(=O)N(CN1CCCC1=O)c1ccc(C)c(Cl)c1
  0.9	-7.0	1.0	1.4	-2.0	-2.5	i	-1.3	3.1	0.7

DNMT1 inh, entries above that show a hit.
The line under a structure holds: STEP block	PABP1 MLLE inh	CSN inh	DNMT1 inh	Tb MetRS inh	Scp-1 inhibitor	Rpn11 inh	LMPTP block	SUMO1-SIM PPI	NadD block
- O=C(O)C1CC2C3CC(C(=O)O)C(C3)C2C1 (stereo not given)
  -2.8	2.8	-5.4	74.9*	-0.3	0.0	i	-1.0	-2.2	-3.1

Carrying on:
The line under a structure holds: STEP block	PABP1 MLLE inh	CSN inh	DNMT1 inh	Tb MetRS inh	Scp-1 inhibitor	Rpn11 inh	LMPTP block	SUMO1-SIM PPI	NadD block
- COCCNc1nc(N)c([N+](=O)[O-])c(NCCO)n1
  -3.6	-1.6	-1.5	5.5	0.7	-5.2	i	-1.1	-7.6	-1.2
- Cc1nn(C)c(C)c1NC(=O)CSc1nnc(C)n1-c1ccccc1
  -0.8	7.7	2.4	-4.8	-0.7	-7.7	i	-0.9	-0.7	-2.4
- Cc1cc2cc(CCNS(C)(=O)=O)c(=O)[nH]c2cc1C
  1.6	0.0	-3.9	-0.2	-0.7	-5.6	i	0.4	2.2	7.4
- COc1ccccc1/C=C/CN1CC(C)OC(C)C1 (stereo not given)
  -1.1	12.5	-5.9	-0.2	-0.7	-3.4	i	0.0	-1.0	-7.4
- Cc1cc(C)n(Cc2ccc(C(=O)O)cc2)n1
  -0.3	-1.9	-3.8	0.4	-1.5	-2.5	i	-0.8	-0.6	-1.9
- Cc1ccc(S(=O)(=O)N2CCC(Oc3ccc(-n4cnnn4)cc3)CC2)cc1
  2.0	4.0	2.1	0.1	-0.2	-11.3	i	0.8	0.2	3.1
- CP(=O)(COC(=O)c1ccccc1)COC(=O)c1ccccc1
  -2.2	8.2	-2.7	-2.0	-0.6	-2.0	i	-3.0	1.3	-4.0
- CCOc1ccc(NC(=O)c2c3c(nc4ccccc24)CCC3)cc1
  -2.1	-16.3	14.7	-0.1	-0.2	6.2	i	0.9	-3.7	10.0
- COC(=O)c1[nH]c2ccccc2c1NC(=O)c1ccccc1[N+](=O)[O-]
  2.6	-18.9	0.0	2.5	-0.5	-2.6	i	-1.1	-18.8	-4.2
- Nc1cc(C(=O)OCC(=O)N2CCC(Cc3ccccc3)CC2)ccc1Cl
  -1.3	5.8	6.7	-3.8	-0.3	-5.7	i	0.3	-9.5	-3.0
- CCCC(=O)n1nc(-c2cccnc2)nc1N
  0.4	-10.8	0.5	2.7	0.0	-4.6	i	-0.5	-1.7	1.7
- c1ccc(-c2ccc(CN3CCSCC3)cc2)cc1
  -2.7	2.9	1.5	-3.2	0.3	0.3	i	-1.2	1.8	-4.0
- Cc1cc(N/C=C2\CCCCC2=O)no1
  0.6	9.9	-3.1	-2.9	0.2	-5.2	i	-1.4	-1.9	-1.2
- Cn1c(-c2c(N)n(CCCc3ccccc3)c3nc4ccccc4nc23)nc2ccccc21
  -1.0	-29.9	9.5	-11.2	-1.2	7.5	+	3.6	-0.2	35.1*
- CCCCn1nnnc1SCC(=O)NCc1ccccc1
  1.5	3.0	-2.6	0.1	-0.1	-1.3	i	-0.8	-0.9	3.4
- COc1ccccc1CNS(=O)(=O)c1cc(CN2C(=O)c3cccnc3C2=O)ccc1OC
  -3.2	-5.6	-1.8	1.7	0.3	-8.8	i	-0.7	-6.9	1.5
- CCc1nc2ccc(C(=O)NCc3ccccc3OC)cn2c1N(CC)CCOC
  0.2	-22.8	1.9	19.4	-0.4	/	i	-1.6	-2.0	-5.4
- Cc1ccc(C(=O)Nc2cc(Cl)ccc2Oc2ccccc2)cc1[N+](=O)[O-]
  2.3	-0.3	-4.4	-3.2	-0.4	-4.4	i	3.8	-0.4	-1.5
- COc1ccc(C(=O)NC2CCN(S(=O)(=O)c3ccc(C)cc3)CC2)cc1
  -0.9	4.4	-1.2	0.6	-0.5	-4.7	i	0.7	-0.5	-1.7
- COCCN1C(=O)N(C)[C@@H](c2ccccc2)C(C(C)=O)=C1C
  3.3	14.6	-5.7	3.9	-0.3	1.6	i	-0.8	0.7	0.1

Four compounds already listed, ordered by length of the SMILES, low to high.
The line under a structure holds: STEP block	PABP1 MLLE inh	CSN inh	DNMT1 inh	Tb MetRS inh	Scp-1 inhibitor	Rpn11 inh	LMPTP block	SUMO1-SIM PPI	NadD block
- CCOc1ccc(NC(=O)c2c3c(nc4ccccc24)CCC3)cc1
  -2.1	-16.3	14.7	-0.1	-0.2	6.2	i	0.9	-3.7	10.0
- Cc1nn(C)c(C)c1NC(=O)CSc1nnc(C)n1-c1ccccc1
  -0.8	7.7	2.4	-4.8	-0.7	-7.7	i	-0.9	-0.7	-2.4
- COc1ccc(C(=O)NC2CCN(S(=O)(=O)c3ccc(C)cc3)CC2)cc1
  -0.9	4.4	-1.2	0.6	-0.5	-4.7	i	0.7	-0.5	-1.7
- O=C(Nc1ccc(F)cc1F)N1CCCN(c2ccc([N+](=O)[O-])cn2)CC1
  -2.7	-8.6	-1.9	1.5	-0.9	-7.3	i	-0.5	-26.8	-3.7
